TbPYK inhibitor: T. brucei pyruvate kinase inhibition; Potency, µM (top dose mostly 76.8 µM), for inactives: at the highest dose activity, negative = inhibition, usual class: inhibitors; AID 624173; TbPYK enzyme, Kinase-Glo Plus ATP luminescence, 45 min; 0.12% of 410,000 active; further: nearly all actives have a fitted effect of over 50% in size
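T. brucei PYK with substrate was exposed to pin-transferred compounds across a concentration series, then started with 130 uM ADP (final). After 45 min at room temperature, Kinase-Glo Plus luminescence was read, normalized and curve-fitted.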
Pf growth 96h: P. falciparum growth inhibition at 96 hour, primary screen for plastid delayed-death inhibitors. P. falciparum luciferase reporter growth, 96 h. Potency, µM (doses to about 28.7 µM), for inactives: at the highest dose activity change, negative = inhibition, usual class: inhibitors. 6.9% of 320,000 active. AID 504834
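Cell-based qHTS: luciferase-tagged P. falciparum in erythrocytes (2% hematocrit, 0.05% parasitemia final) incubated with compounds for 96 hours, 37 C, 5% CO2; luciferase detection reagent then added and luminescence measured.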
LmPK inhibitor: inhibitors of Leishmania mexicana pyruvate kinase | Q27686 | purified LmPK, Kinase-Glo ATP luminescence, 1 h | Potency, µM (titrated, usually from 57.5 µM), without a hit: at the highest dose activity change, negative = inhibition, most hits filed as inhibitors | 0.37% of 290,000 active | AID 1721
Target sequence (Q27686 whole entry, looked up): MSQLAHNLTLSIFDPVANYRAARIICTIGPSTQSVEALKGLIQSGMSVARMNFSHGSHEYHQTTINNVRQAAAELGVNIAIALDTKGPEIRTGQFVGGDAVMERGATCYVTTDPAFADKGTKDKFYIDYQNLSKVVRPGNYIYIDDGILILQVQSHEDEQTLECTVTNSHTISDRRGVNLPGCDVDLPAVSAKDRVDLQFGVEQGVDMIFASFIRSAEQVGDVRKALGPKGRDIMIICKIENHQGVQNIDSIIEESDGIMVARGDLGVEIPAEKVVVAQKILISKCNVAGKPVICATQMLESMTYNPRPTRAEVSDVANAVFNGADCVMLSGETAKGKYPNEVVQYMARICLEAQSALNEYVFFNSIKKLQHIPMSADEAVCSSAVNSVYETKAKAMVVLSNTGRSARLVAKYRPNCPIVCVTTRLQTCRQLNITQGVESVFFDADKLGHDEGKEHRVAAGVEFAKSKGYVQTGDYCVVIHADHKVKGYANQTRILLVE
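Pyruvate kinase activity monitored as ATP production (luciferase luminescence). Conditions: 0.1 nM enzyme, 0.5 mM PEP, 0.1 mM ADP, 1 h, RT; normalized against uninhibited and no-enzyme wells.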
Pf growth 48h: P. falciparum growth inhibition at 48 hours (one generation). P. falciparum luciferase growth in erythrocytes, 48 h. Potency, µM (series often up to 28.7 µM), without a hit: at the highest dose activity change, negative = inhibition, actives largely listed as inhibitors. 5.9% of 310,000 active
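Compounds are pin-transferred into medium, infected erythrocytes (2% hematocrit, 0.1% parasitemia final) are added, and plates sit one parasite generation at 37 C in 5% CO2. Detection reagent is then added and luminescence measured.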
HCV inh: HCV inhibition; Huh7.5.1 HCVcc-Cre infection, luciferase reporter, 44 h; Potency, µM (top dose mostly 41.8 µM), inactives show at the highest dose activity change, negative = inhibition, actives largely listed as inhibitors; 3.4% of 340,000 active; AID 651820
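Infectious HCV cell culture screen: compound-treated cells (1,000/well, pre-plated 4 h) are infected with HCVcc-Cre at roughly 0.5 moi and grown 44 h. Infection is quantified by luciferase signal after 15 min substrate incubation at room temperature.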
Sm TGR block: blocks Schistosoma mansoni thioredoxin glutathione reductase. Q962Y6. purified TGR, DTNB reduction, TNB absorbance 405 nm. Potency, µM (series often up to 114 µM), for the others: at the top dose activity change, negative = inhibition, actives largely listed as inhibitors. 3% of 360,000 active; further: nearly all actives have a fitted effect of over 60% in size
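Kinetic colorimetric format: TGR-catalysed, NADPH-driven DTNB reduction monitored via TNB absorbance. Enzyme dispensed at 20 nM; compound exposure 15 min at room temperature before reaction start.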
The depositor's hits bear a star; i = inactive; u = inconclusive; x = not tested or not shown; & = joins results of further samples; [ ] = another dose, or the depositor's remark. The call rests on the fitted dose curve; in most records, active means well fitted curve in the direction sought with a large enough effect; inconclusive means small, poorly fitted or top-dose-only effect, or another doubt; inactive means no such curve, though single readings can be large; an effect the other way counts as inactive or inconclusive. On the % scale 0 is the no-effect control and ±100 the full control effect; potency means the concentration at half of the fitted maximal effect. Rows were taken by chance. About 16% of those tested had a hit in this group.

Short keys – A = TbPYK inhibitor; B = Pf growth 96h; C = LmPK inhibitor; D = Pf growth 48h; E = HCV inh; F = Sm TGR block
COc1cc2[nH]c(C(=O)N3CCc4ccccc4C3)cc2c(OC)c1OC
  A: -8%	B: u	C: 1%	D: -26%	E: u	F: -9%

COc1ccc(C(=O)N2CCN(c3ccc(C)cc3)CC2)cc1OC
  A: -4%	B: u	C: -2%	D: x	E: -8%	F: 0%

Cc1ccc(C(C(=O)NC2CCCC2)N(Cc2ccc(F)cc2)C(=O)c2csnn2)o1 (stereo unspecified)
  A: 2%	B: u	C: 2%	D: u	E: -21%	F: -1%

COc1ccc(/C=C2\SC(=S)N(CC(=O)N3CCN(C)CC3)C2=O)cc1
  A: 0%	B: 0%	C: -5%	D: 9%	E: -6%	F: -2%

C/C(=N\NC(=O)c1ccc(NS(=O)(=O)c2cccs2)cc1)c1ccccn1
  A: -1%	B: 12µM*	C: 2%	D: u	E: u	F: -10%

N=c1ccn2c(n1)O[C@H]1[C@@H](CO)[C@H](O)O[C@H]12
  A: 10%	B: 47%[activator]	C: x	D: -14%	E: u	F: -1%

Cc1ccc(C(=O)NC2CCC(C)CC2)s1 (stereo unspecified)
  A: -1%	B: 108%[activator]	C: x	D: 5%	E: u	F: 1%

CN1CCN(C(=O)Nc2ccc([N+](=O)[O-])cc2)CC1
  A: 4%	B: 19%	C: 1%	D: -3%	E: -10%	F: 13%

Cc1cc(NS(=O)(=O)c2ccc(NC(=O)c3oc4ccccc4c3C)cc2)no1
  A: -3%	B: x	C: 2%	D: 16%	E: 6%	F: -1%

Cc1cc(C)cc(OCc2nnc(SCC(=O)OC(C)C)o2)c1
  A: 3%	B: x	C: -7%	D: 15%	E: 8%	F: 9%

Cc1cc(C)n(-c2ccc(NC(=O)C3CCN(Cc4ccccn4)CC3)cc2)n1
  A: 0%	B: u	C: -2%	D: u	E: -15%	F: -21%

COc1cccc(C(=O)NN2c3ccccc3CCc3ccccc32)c1
  A: -1%	B: 13µM*	C: 3%	D: 9.3µM*	E: -6%	F: 5%

Cc1ccc(CNC(=O)CSc2nnc3c(n2)[nH]c2ccccc23)cc1
  A: 0%	B: 41%[activator]	C: -1%	D: 18%	E: -16%	F: -8%

Cc1ccc(S(=O)(=O)NCc2cccnc2)s1
  A: u	B: 21%	C: 4%	D: 23%	E: 7%	F: 1%

CCCc1cc(=O)[nH]c(Nc2cc(OC)ccc2OC)n1
  A: -4%	B: x	C: 2%	D: 17%	E: -28%	F: 5%

Shown as labelled records: part of the list above.
> Cc1cc(C)cc(OCc2nnc(SCC(=O)OC(C)C)o2)c1
  TbPYK inhibitor: 3%	Pf growth 96h: x	LmPK inhibitor: -7%	Pf growth 48h: 15%	HCV inh: 8%	Sm TGR block: 9%

> Cc1cc(C)n(-c2ccc(NC(=O)C3CCN(Cc4ccccn4)CC3)cc2)n1
  TbPYK inhibitor: 0%	Pf growth 96h: u	LmPK inhibitor: -2%	Pf growth 48h: u	HCV inh: -15%	Sm TGR block: -21%

The results go on.
Short keys – A = TbPYK inhibitor; B = Pf growth 96h; C = LmPK inhibitor; D = Pf growth 48h; E = HCV inh; F = Sm TGR block
CCN(CC)S(=O)(=O)c1cc(NC(=O)CSc2nccn2C)ccc1C
  A: 1%	B: 18%	C: 5%	D: 4%	E: -1%	F: -2%

CCCn1c(N)c(C(=O)CSc2nc3ccccc3s2)c(=O)[nH]c1=O
  A: 4%	B: u	C: -1%	D: u	E: u	F: 4%

CCC1=C(OC(=O)N(CC)CC)N2C(=O)OC(=NCCc3c[nH]c4ccccc34)[C@]2(C)[C@H]2C1=CC[C@H]1C(=O)N(CC)C(=O)[C@H]12
  A: -5%	B: u	C: -1%	D: 9.3µM*	E: -23%	F: 5%

COC(=O)c1ccccc1NC(=O)CSc1nnc(C(CO)NC(=O)c2ccccc2Cl)n1C (stereo unspecified)
  A: -4%	B: -7%	C: 0%	D: -19%	E: u	F: -14%

CC[C@H](C)/C=C(C)/C=C/C1=CC2=CC(=O)[C@]3(C)OC(=O)[C@@H](C(C)=O)[C@@H]3C2=CO1
  A: 1%	B: 89%[activator]	C: -2%	D: u	E: -3%	F: 14µM*

COc1ccc(N2C(=O)CC(N(CCc3ccccc3)C(=O)/C=C/C(=O)O)C2=O)cc1 (stereo unspecified)
  A: -2%	B: u	C: 10%	D: 6%	E: 16%	F: u

CCOC(=O)c1nn(-c2ccc(C)c(C)c2)cc1O
  A: 7%	B: x	C: 5%	D: 139%[activator]	E: -29%	F: -17%

Cc1ccc(NC(=O)c2ccc(Cl)c(NC(=O)c3cccs3)c2)cc1
  A: -4%	B: u	C: -5%	D: 8%	E: 13µM*	F: 2%

C/C(CC(=O)NCCN1CCOCC1)=N\NC(=O)c1ccncc1
  A: 0%	B: u	C: 6%	D: 3%	E: 6%	F: -25%

COc1cc(OC)c(OC)cc1CNCCNC(=O)c1nonc1N
  A: -6%	B: -6%	C: -3%	D: 4%	E: 0%	F: 4%

COc1cccc(-n2ccnc2SCC(=O)Nc2ccccc2)c1
  A: -15%	B: 31%[activator]	C: -9%	D: -5%	E: -29%	F: 11%

CCC1C(=O)NCCN1C(=O)c1cccc(OC2CCN(S(=O)(=O)N(C)C)CC2)c1 (stereo unspecified)
  A: 2%	B: 32%[activator]	C: -2%	D: 8%	E: 4%	F: -2%

Cn1c(=O)cc(Cl)[nH]c1=O
  A: -6%	B: -11%	C: -3%	D: -3%	E: 6%	F: -2%

CC(Oc1ccccc1)c1nnc(SCC(=O)NC2CC2)n1C (stereo unspecified)
  A: -6%	B: 20%	C: -4%	D: 33%[activator]	E: 15%	F: 0%

COc1ccc(/C(O)=C2/C(=O)C(=O)N(CCN(C)C)C2c2ccc(OC)c(OC)c2)c(C)c1 (stereo unspecified)
  A: 0%	B: 19%	C: 1%	D: -23%	E: -1%	F: 40µM*

Oc1ccccc1N1CCN(C(=S)Nc2ccc(SC(F)F)cc2)CC1
  A: -25%	B: 15%	C: 7%	D: 21%	E: u	F: 2%

Cc1cc(C)cc(NC(=O)Nc2cc(S(=O)(=O)N(C)C)ccc2C)c1
  A: 3%	B: u	C: 0%	D: 31%[activator]	E: u	F: 1%

O=C(COC(=O)c1ccccc1NCCO)NCC1CCCCC1
  A: 2%	B: 36%[activator]	C: x	D: 10%	E: 5%	F: 2%

Brc1ccc(-n2cc(-c3ccccc3)c3c(NN4CCOCC4)ncnc32)cc1
  A: 0%	B: u	C: 1%	D: 4%	E: u	F: 0%

CN(Cc1cccc([N+](=O)[O-])c1)Cc1cccc2ccccc12
  A: 1%	B: u	C: 0%	D: 42%[activator]	E: -1%	F: 0%

Cc1cc(C(=O)NC2CCN(Cc3ccccc3)CC2)n[nH]1
  A: 7%	B: 58%[activator]	C: -1%	D: 9%	E: 13%	F: -6%

COc1ccc2oc(C(=O)NCCC(C)C)c(C)c2c1
  A: 1%	B: 178%[activator]	C: 2%	D: i	E: -8%	F: 2%

CCOc1ccc(CCNC(=O)Cn2cccc2C(=O)c2ccccc2)cc1OCC
  A: 12%	B: 25%	C: 7%	D: u	E: -2%	F: 5%

Cc1cc(C)c2c(c1)-c1c(ssc1=S)C(C)(C)N2C(=O)CN1C(=O)c2ccccc2C1=O
  A: 2%	B: u	C: 0%	D: -113%	E: u	F: -7%

Cc1ccc(-c2nnn(CC(=O)N(c3ccccc3)C(C(=O)NC3CCCC3)c3ccco3)n2)o1 (stereo unspecified)
  A: 7%	B: -24%	C: 10%	D: 6%	E: -22%&0%	F: -1%

Cc1n[nH]c(=O)nc1N1CCN(c2ccccc2)CC1
  A: -7%	B: x	C: -12%	D: 25%	E: 0%	F: -1%

Cc1ccccc1NC(=S)N(C)C1(c2ccccc2Cl)CCCCC1=O (stereo unspecified)
  A: -4%	B: -26%	C: -1%	D: 2%	E: u	F: 4%

CCOC(=O)c1ccc(NC(=O)c2ccc(CN3CCOCC3)cc2)cc1
  A: 2%	B: 6%	C: 3%	D: u	E: u	F: 0%

O=C(CSc1cccc[n+]1[O-])NC(=O)c1ccc(OC(F)F)cc1
  A: 1%	B: 4%	C: 2%	D: 28%	E: 11%	F: u

C=CCNCCOCCSc1ccc(Cl)cc1
  A: 4%	B: 0%	C: -6%	D: -7%	E: -1%	F: -14%

At a glance, some entries already given:
Short keys – A = TbPYK inhibitor; B = Pf growth 96h; C = LmPK inhibitor; D = Pf growth 48h; E = HCV inh; F = Sm TGR block
Cc1n[nH]c(=O)nc1N1CCN(c2ccccc2)CC1
  A: -7%	B: x	C: -12%	D: 25%	E: 0%	F: -1%

Cc1ccccc1NC(=S)N(C)C1(c2ccccc2Cl)CCCCC1=O (stereo unspecified)
  A: -4%	B: -26%	C: -1%	D: 2%	E: u	F: 4%

CCOC(=O)c1ccc(NC(=O)c2ccc(CN3CCOCC3)cc2)cc1
  A: 2%	B: 6%	C: 3%	D: u	E: u	F: 0%

O=C(CSc1cccc[n+]1[O-])NC(=O)c1ccc(OC(F)F)cc1
  A: 1%	B: 4%	C: 2%	D: 28%	E: 11%	F: u

C=CCNCCOCCSc1ccc(Cl)cc1
  A: 4%	B: 0%	C: -6%	D: -7%	E: -1%	F: -14%

Other entries:
Short keys – A = TbPYK inhibitor; B = Pf growth 96h; C = LmPK inhibitor; D = Pf growth 48h; E = HCV inh; F = Sm TGR block
CC(C)Nc1nc2c(c(=O)n(C)c(=O)n2C)n1C
  A: 0%	B: -3%	C: 2%	D: 21%	E: 21%	F: -3%

CC1(C)OC(=O)N(CCC(=O)Nc2cccc(F)c2)C1(C)O (stereo unspecified)
  A: -1%	B: 52%[activator]	C: 0%	D: 18%	E: 3%	F: -15%

N=C1C(c2ccccc2)=C(O)CN1NC(=O)c1ccccc1
  A: -2%	B: 25%	C: -3%	D: 8%	E: 18%	F: -5%

Cn1c(=O)[nH]c(=O)c2c1nc(Br)n2CC(O)c1ccccc1 (stereo unspecified)
  A: -5%	B: u	C: -4%	D: u	E: -9%	F: -1%

CCOc1ccc(-n2c(Cc3cc(=O)[nH]c(=O)[nH]3)nnc2SC(C)C)cc1
  A: 7%	B: u	C: 5%	D: 2%	E: 14%	F: 12%

Cn1nnnc1SCc1ccc(C(=O)Nc2ccc(Br)cc2)cc1
  A: -15%	B: -3%	C: 0%	D: 80%[activator]	E: u	F: 2%

CC(C)CC1C(C#N)=C(N)Oc2n[nH]c(-c3cccs3)c21 (stereo unspecified)
  A: -1%	B: u	C: 3%	D: x	E: 23%	F: 7%

O=C(O)CCCCCCCCCC[n+]1ccccc1
  A: 5%	B: 77%[activator]	C: -11%	D: 41%[activator]	E: 17%	F: -3%

C=C(C)Cn1c(=O)c2c(nc3n2CCCN3Cc2ccccc2)n(C)c1=O
  A: 2%	B: u	C: 11%	D: u	E: -2%	F: -10%

COCCn1c(SC(C)C(=O)NC2CCCCC2C)nc2ccccc2c1=O (stereo unspecified)
  A: -2%	B: -26%	C: x	D: 6%	E: 31%[activator]	F: -8%

CC1(C(=O)O)COC(c2ccc(Cl)cc2)OC1 (stereo unspecified)
  A: 4%	B: 7%	C: 0%	D: 2.9µM*	E: 9%	F: 7%

CN(C)CCC1c2ccc(Cl)cc2CCc2cccnc21 (stereo unspecified) (tested in a mixture with another compound)
  A: -2%	B: u	C: 5%	D: u	E: u	F: -10%

A draw from above in order of SMILES length, smallest number first.
Short keys – A = TbPYK inhibitor; B = Pf growth 96h; C = LmPK inhibitor; D = Pf growth 48h; E = HCV inh; F = Sm TGR block
O=C(O)CCCCCCCCCC[n+]1ccccc1
  A: 5%	B: 77%[activator]	C: -11%	D: 41%[activator]	E: 17%	F: -3%

N=C1C(c2ccccc2)=C(O)CN1NC(=O)c1ccccc1
  A: -2%	B: 25%	C: -3%	D: 8%	E: 18%	F: -5%

COCCn1c(SC(C)C(=O)NC2CCCCC2C)nc2ccccc2c1=O (stereo unspecified)
  A: -2%	B: -26%	C: x	D: 6%	E: 31%[activator]	F: -8%
